Source: PubChem BioAssay (National Center for Advancing Translational Sciences (NCATS))
Nrf2 ARE act – activators of Nrf2 (ARE) signaling; AREc32 ARE-luciferase reporter (MCF7-derived line), luminescence, 24 h; Potency, µM (doses to about 46.1 µM), for the others: at the top dose activation, actives largely listed as activators; actives 0.31% (n = 410,000); AID 624171; further: potency means the concentration at half of the fitted maximal effect; % of control where 0% means no effect; nearly all actives have a fitted effect of over 65% in size
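AREc32 cells carrying an ARE-driven firefly luciferase, 1000 cells/well in OPTI-MEM with 5% FBS, dosed after overnight attachment and incubated 24 hr at 37 deg C. Steady-Glo luminescence read after 30 min at RT.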
pAkt inh – inhibitors of Akt phosphorylation | Neuro2A IGF-stimulated pAkt S473 HTRF, 20 min; hits give low values | activity change, % for hits at 50 µM | actives 0.32% (n = 360,000) | AID 651550; in the data active means activity change below about -80%; inconclusive means mostly about -51% to -80%; further: on the % scale 0 is the no-effect control and ±100 the full control effect
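Neuro2A cells in DMEM with 0.5% FBS, overnight at 37 deg C, given compound at single 50 µM final, then IGF (6 nM final) for 20 min at 37 deg C. Lysed; phospho-Akt Ser473 by HTRF after 24 h, 665/615 ratio.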
TGFb SMAD3 inh – blocks TGF-b signaling; HepG2 CAGA-GFP TGF-b/SMAD3 reporter, GFP fluorescence, 18 h; TGF-beta stimulated, 500 pg/mL final; Potency, µM (titrated, usually from 46.1 µM), inactives show at the highest dose activity, negative = inhibition, hits mostly inhibitors; actives 1.2% (n = 410,000); AID 588855; further: potency means the concentration at half of the fitted maximal effect; on the % scale 0 is the no-effect control and ±100 the full control effect; nearly all actives have a fitted effect of over 65% in size
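Inhibition was scored as loss of TGF-beta-induced (500 pg/mL final, 18 hours, 37 degrees C) GFP in HEPG2 cells carrying a CAGA-GFP reporter, in DMEM with 1% FBS. Well GFP was summed per cell; Activity was normalised to unstimulated and stimulated DMSO wells, then concentration-response fitting.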
HepG2 viability – counter-screen for TGF-b inhibitors: cytotoxicity in HepG2 cells; HepG2 CAGA-GFP viability, ATP luminescence, 18 h; Potency, µM (doses to about 46.1 µM), without a hit: at the top dose activity change, negative = cytotoxicity, most hits filed as cytotoxic; actives 0.76% (n = 410,000); AID 588856; further: potency means the concentration at half of the fitted maximal effect; some results filed as inactive show a strong effect at the top dose
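HepG2 CAGA-GFP cells (1000/well, DMEM with 1% FBS) received compound, then TGF-beta at 500 pg/mL final, and were incubated 18 hours at 37 degrees C. Viability was read by CellTiter-Glo luminescence. Media-only wells were set as complete cell-killing and DMSO as no toxicity.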
CCT modulator – modulators of cytosolic chaperonin (CCT/TRiC) activity; AID 651819; activity change, % (test concentration not listed), hits read low; purified chaperonin ATPase assay, HTRF ADP detection, 30 min; actives 0.3% (n = 360,000); in the data active means activity change below about -30%; further: on the % scale 0 is the no-effect control and ±100 the full control effect
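Enzyme 40 or 20 nM (batch-dependent) in Tris pH 7.4/KCl/MgCl2/DTT; cpd 76 uM single point; ATP 10 uM; 30 min 37 °C; Transcreener ADP HTRF detection, 30 min RT; ratio 665/615.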
Nrf2 block – blocks Nrf2 signaling; A549 ARE-Fluc reporter, luciferase luminescence, 18-24 h; Potency, µM (series often up to 46 µM), without a hit: top-dose activity change, negative = inhibition, usual class: inhibitors; actives 2.1% (n = 360,000); AID 504444; further: potency means the concentration at half of the fitted maximal effect; on the % scale 0 is the no-effect control and ±100 the full control effect; nearly all actives have a fitted effect of over 60% in size
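Concentration-response testing used A549 ARE_Fluc cells at 5000 cells/well. Following an 18-24 h compound incubation, viability was read by fluorescence (Ex 405/Em 525) and luciferase output by luminescence.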
MmCpn inh – inhibitors of Methanococcus maripaludis chaperonin (MmCpn); purified Mm-Cpn ATPase, ADP Transcreener TR-FRET; actives 0.031% (n = 330,000); Potency, µM (titrated, usually from 76.9 µM), for the others: at the top dose activity, negative = inhibition, actives largely listed as inhibitors; further: potency means the concentration at half of the fitted maximal effect; on the % scale 0 is the no-effect control and ±100 the full control effect; nearly all actives have a fitted effect of over 80% in size
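Purified archaeal Mm-CPN (25nM final) preincubated 10 min at 37degC with compound, then 10uM ATP for 30 min at 37degC; ADP measured by HTRF Transcreener TR-FRET; buffer 30 mM TRIS pH 7.4, 100mM KCl, 5mM MgCl2, 1mM DTT.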
A549 tox – kills or reduces viability of A549 cells in Nrf2 counter-screen; A549 ARE-Fluc cells, CellTiter-Fluor viability, 18-24 h; Potency, µM (highest dose often 46 µM), for the others: at the highest dose activity change, negative = cytotoxicity, hits mostly inhibitors; actives 0.16% (n = 390,000); further: potency means the concentration at half of the fitted maximal effect; on the % scale 0 is the no-effect control and ±100 the full control effect
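Cytotoxicity counterscreen: CellTiter-Fluor fluorescence was measured in A549 ARE_Fluc cells after 18-24 h of compound exposure in a concentration series. The subsequent BugLite luminescent read reports ARE-luciferase activity.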
S2 tox – cell viability loss in ATXN counter-screen | S2 cells (HEK-293 line with an ATXN2-luciferase reporter) viability, CellTiter-Fluor protease fluorescence, 24 h | Potency, µM (top dose mostly 56.7 µM), hits mostly cytotoxic | actives 0.49% (n = 400,000) | AID 651635; further: potency means the concentration at half of the fitted maximal effect; nearly all actives have a fitted effect of over 40% in size
* hit, by the source's call; i = inactive; ? = inconclusive; . = not tested or not shown; [ ] = dose if it differs, or a comment. Unless noted, the call rests on the fitted dose curve; in most records, active means well fitted curve in the direction sought with a large enough effect; inconclusive means small, poorly fitted or top-dose-only effect, or another doubt; inactive means no such curve, though single readings can be large; an effect the other way counts as inactive or inconclusive.

SMILES | Nrf2 ARE act | pAkt inh | TGFb SMAD3 inh | HepG2 viability | CCT modulator | Nrf2 block | MmCpn inh | A549 tox | S2 tox
N#Cc1ccccc1S(=O)(=O)N1CCN(c2nc(-c3cccnc3)nc3ccccc23)CC1 | 4.4% | i | -1% | -14% | 0.9 | -7% | -18% | -1% | i
COc1ccc(Br)cc1CNc1ccc(S(N)(=O)=O)cc1 | 0.8% | i | -8% | -7% | -1.4 | -5% | 3% | 7% | i
CCc1ccc(S(=O)(=O)NCC(O)COc2ccc(OC)cc2)cc1 (stereo unspecified) | 0.6% | i | ? | 8% | 2.5 | -14% | -5% | -3% | i
CC(=O)Nc1ccc(S(=O)(=O)N2CCC(n3cnc4cc(F)ccc43)CC2)cc1 | -0.9% | -106%* | 4% | 0% | 1.1 | ? | 2% | -1% | i
Cc1ccc(CNC(=O)c2ccc(Br)o2)cc1 | -0.1% | i | -2% | -17% | 0.0 | 16% | 0% | 14% | i
Cc1[nH]c2ccc(F)cc2c1CCN1C(=O)OC(C)(C)C1(C)O (stereo unspecified) | -0.4% | i | 21% | 5% | 0.0 | -19% | -2% | 4% | i
CCCN1CCN(CCCNC(=O)CN2C(=O)COc3ccccc32)CC1 | -0.5% | i | -4% | 2% | 1.1 | 11% | 3% | -8% | i
COc1ccc(/C=N/Nc2ncnc3sc(C)c(C)c23)cc1 | 3.3% | i | ? | -39% | -4.2 | -22% | -1% | -1% | .
COc1ccc(C(C(O)C(=O)c2c[nH]c3ccccc23)N2CCN(c3ccccc3)CC2)cc1 (stereo unspecified) | 7.0% | i | ? | -24% | -1.2 | -17% | -1% | -13% | i
CC1=NN2C(=N)/C(=C\c3cc(C)n(-c4ccc(C)cc4)c3C)C(=O)N=C2S1 | -0.6% | i | 3% | 1% | -3.5 | 1% | 1% | -13% | .
Cn1c(-c2ccc(Br)o2)nc2cc(Br)ccc21 | 13% | i | ? | -25% | -4.6 | ? | -5% | -5% | i
C=C(CC[C@@H](O)C(C)(C)O)[C@H]1CC[C@]2(C)[C@@H]1CCC1[C@@]3(C)CCC(=O)C(C)(C)C3CC[C@]12C (stereo partly specified) | -1.2% | i | 3% | -17% | -0.8 | ? | 1% | ? | i
COc1ccccc1CN1CC(C(=O)N(Cc2cnn(C)c2)C(C)C)CCC1=O (stereo unspecified) | 0.4% | i | 3% | 0% | -0.6 | 8% | 1% | 1% | ?
CN1CCN2c3ccccc3CC3(C(=O)OC(C)(C)OC3=O)C2C1 (stereo unspecified) | . | . | -2% | -18% | . | 4% | . | 3% | .
COc1ccc(C(=O)Cn2cnc3ccccc3c2=O)c(OC)c1 | 1.8% | i | -21% | -4% | -0.9 | 1% | 2% | 4% | i
CCCn1nc(C(=O)NC2CCCc3ccccc32)c2ccccc2c1=O (stereo unspecified) | 2.8% | i | 9% | -33% | 0.0 | ? | 2% | -16% | i
Cc1c(C(=O)N2CCCC2)nnn1-c1nonc1N | -0.3% | i | -7% | 0% | -0.7 | 6% | 3% | -9% | ?
O=C(c1cccc([N+](=O)[O-])c1)N1CCN(c2ncccn2)CC1 | 0.0% | i | -5% | -4% | -11 | 6% | 1% | -1% | i
CCn1c(C(=O)NCc2ccccc2Br)cc2oc3ccccc3c21 | -0.2% | . | 41%[activator] | 13µM* | . | ? | . | 8% | i
CCOC(=O)C1CCCN(C(=O)c2ccc3c(c2)sc2nc(-c4ccc(C)cc4C)cn23)C1 (stereo unspecified) | 0.6% | . | 2% | 4% | . | 6% | . | -2% | i
COC(=O)c1ccc([C@@H]2Nc3c(OC)ccc(C)c3[C@@H]3C=CC[C@@H]32)cc1 | 5.8% | . | ? | 2% | . | 3% | . | -6% | i
O=C(Nc1nc2ccccc2[nH]1)c1ccc(S(=O)(=O)N2CCOCC2)cc1 | 2.9% | i | -15% | 3% | -2.0 | 5% | -16% | 1% | i
N#Cc1ccccc1S(=O)(=O)N1CCN(C(=O)C2CCCC2)CC1 | -0.8% | i | 2% | 5% | 1.4 | 4% | 2% | -5% | i
Cc1ccc(-c2nn3c(-c4ccco4)nnc3c3ccccc23)cc1S(=O)(=O)NCC1CCCO1 (stereo unspecified) | 0.1% | i | 3% | 0% | 1.7 | -12% | -7% | -1% | i
O=C(NCc1ccc(F)cc1)c1cc(S(=O)(=O)N2CCCCC2)c[nH]1 | 0.0% | i | -12% | -2% | -0.7 | -6% | -5% | 3% | i

Taken from above:
Under TGFb SMAD3 inh, Cc1ccc(-c2nn3c(-c4ccco4)nnc3c3ccccc23)cc1S(=O)(=O)NCC1CCCO1 (stereo unspecified) is listed with 3%
Under Nrf2 block, COc1ccc(C(=O)Cn2cnc3ccccc3c2=O)c(OC)c1 is listed with 1%

Back to the main list, repeating the 6 entries before the break.
SMILES | Nrf2 ARE act | pAkt inh | TGFb SMAD3 inh | HepG2 viability | CCT modulator | Nrf2 block | MmCpn inh | A549 tox | S2 tox
CCOC(=O)C1CCCN(C(=O)c2ccc3c(c2)sc2nc(-c4ccc(C)cc4C)cn23)C1 (stereo unspecified) | 0.6% | . | 2% | 4% | . | 6% | . | -2% | i
COC(=O)c1ccc([C@@H]2Nc3c(OC)ccc(C)c3[C@@H]3C=CC[C@@H]32)cc1 | 5.8% | . | ? | 2% | . | 3% | . | -6% | i
O=C(Nc1nc2ccccc2[nH]1)c1ccc(S(=O)(=O)N2CCOCC2)cc1 | 2.9% | i | -15% | 3% | -2.0 | 5% | -16% | 1% | i
N#Cc1ccccc1S(=O)(=O)N1CCN(C(=O)C2CCCC2)CC1 | -0.8% | i | 2% | 5% | 1.4 | 4% | 2% | -5% | i
Cc1ccc(-c2nn3c(-c4ccco4)nnc3c3ccccc23)cc1S(=O)(=O)NCC1CCCO1 (stereo unspecified) | 0.1% | i | 3% | 0% | 1.7 | -12% | -7% | -1% | i
O=C(NCc1ccc(F)cc1)c1cc(S(=O)(=O)N2CCCCC2)c[nH]1 | 0.0% | i | -12% | -2% | -0.7 | -6% | -5% | 3% | i
NC(=O)C12C(=O)NC(=O)C1(C(=O)O)C21CCCC1 (stereo unspecified) | 0.1% | i | -4% | -14% | -1.4 | 0% | . | 0% | i
CC(OC(=O)[C@@H](NS(=O)(=O)c1ccccc1)C(C)C)C(=O)c1c(N)n(C)c(=O)n(C)c1=O (stereo partly specified) | -0.7% | i | ? | -46% | -0.8 | . | . | . | i
CCC(C)Cn1c(C(C)O)nc2ccccc21 (stereo unspecified) | 0.7% | i | 1% | -10% | -4.2 | -1% | -4% | 2% | i
CCS(=O)(=O)Nc1cccc(-c2nc3cccnc3s2)c1C | 0.7% | i | -16% | -5% | -1.6 | ? | 0% | 0% | i
CC(=O)c1ccc(S(=O)(=O)N2CCCC2)cc1 | -0.3% | i | -5% | -1% | -1.2 | ? | 0% | -12% | i
COc1ccc(C2CC(=O)Nc3c2c(=O)n(C)c2nc4ccccc4n32)cc1 (stereo unspecified) | 0.6% | . | -11% | -44% | . | 4% | . | -7% | i
O=C(Nc1cccc(N2CCCC2)c1)c1cccs1 | 7.1% | i | -16% | -9% | -0.4 | 20% | -10% | 5% | i
CC(=O)N1CCN(C(=O)C2(NC(=O)Nc3cccc(F)c3)CCCCC2)CC1 | -0.7% | i | 5% | -1% | -0.3 | 1% | -1% | 6% | i
CC(C)C(=O)Nc1ccccc1Cc1ccccc1 | -0.1% | i | 2% | 4% | -0.7 | 1% | 1% | 6% | i
CCN(CC)C1=CC(=O)OC12CCCCC2 | -0.6% | i | 4% | 14% | 1.1 | 1% | -18% | -4% | i
O=c1[nH]c(Cc2cccs2)nc2ccccc12 | 0.4% | i | -33% | -4% | -1.2 | -14% | 0% | 0% | i
NC(=O)C1CCN(CC(O)CSc2ccc(F)cc2)CC1 (stereo unspecified) | -0.2% | i | 0% | -82% | 0.7 | ? | 0% | -3% | i
Cc1ccc(N=C2SCCCN2C(=O)c2cccc(N3C(=O)CCC3=O)c2)cc1Cl | -0.1% | i | 6% | 4% | -1.5 | 0% | 2% | -25% | ?
COc1ccccc1OCC(=O)Nc1ccc(-c2nnc(-c3ccco3)o2)cc1 | 0.0% | i | 10% | 17% | 0.2 | -4% | 4% | 0% | i
O=C(Nc1c2c(nn1-c1ccc(F)cc1)CS(=O)(=O)C2)C12CC3CC(CC(C3)C1)C2 | -0.7% | i | 12% | 2% | 0.8 | 0% | 1% | -3% | i
COc1ccc(CCN2C(=O)CC(Cc3cccc(C)c3)C2=O)cc1OC (stereo unspecified) | 0.5% | i | 7% | 1% | -0.6 | -2% | -3% | -1% | i
COC(=O)c1c(NC(=O)CN2CCN(c3cccc(Cl)c3)CC2)sc(C)c1C | -0.6% | i | 28% | 1% | 0.5 | -4% | 0% | 0% | i
COc1cc(C(O)c2nc(-c3ccc(F)cc3OC)cs2)ccc1F (stereo unspecified) | 4.6% | . | 1% | -30% | 0.5 | . | . | . | i
CC(C)Oc1cccc(C(=O)C2CCCN(C(=O)c3cncs3)C2)c1 (stereo unspecified) | 0.2% | i | -10% | -3% | 0.1 | 0% | 1% | -2% | i
Cc1nn(-c2ccccc2)c(OC(=O)C(C)C)c1Sc1ccc(Cl)cc1 | 0.6% | . | . | -32% | . | -14%[9.27 µM] | . | 4% | .
CCN(Cc1nc(-c2ccc(OC)c(OC)c2)no1)C(=O)c1ccoc1C | 0.2% | i | 4% | -52% | -3.2 | -2% | 0% | 2% | i
CN(C(=O)c1cccc(C(F)(F)F)c1)C1CCCc2ccccc21 (stereo unspecified) | 0.0% | i | -9% | 4% | -2.2 | ? | 0% | -16% | i
